# zfTRPN1 agonist: zebrafish TRPN1 channel agonists, primary screen, cell-based, HEK293, calcium fluorescence | actives 0.18% (n = 220,000) | HEK293 zebrafish TRPN1-YFP, Fluo-8 calcium fluorescence; 100% = response to 87 µM carbachol | transient receptor potential cation channel N1 (TRPN1/NompC), Danio rerio | AID 1424, 2008 | activation, % at 3 µM;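 active = activation above its plate's cutoff, the mean activation of test wells on that plate plus 3 SD, cut at about 19% in these data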;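 also: 0% = DMSO alone and 100% = 87 µM carbachol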
#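 Material: zebrafish TRPN1-YFP in HEK293 cells; Doses: single test compound dose, 3 µM nominal, 0.3% DMSO; Timing: dye loading 1 h at 37 °C, then 30 min room temperature; Technique: intracellular calcium fluorescence with Fluo-8; Benchmarks: high carbachol 87 µM, low DMSO alone.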
# m-calpain inh: inhibitors of pig calpain II, primary screen, biochemical, fluorogenic peptide substrate, 1536-well. purified calpain II, 30 min. inhibition, % at 16 µM. actives 0.37% (n = 220,000). AID 1236, 2008;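 active = inhibition above about 50%, limit read from the data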
# S1P4 agonist: S1P4 receptor agonists, primary screen, cell-based; Sphingosine 1-phosphate receptor 4 (Homo sapiens), O95977; S1P4-expressing cell line, agonist reporter assay; activation, % at 4.98 µM; actives 0.35% (n = 220,000); AID 1509, 2009; in the data active = activation above about 11%;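 also: 0% = DMSO vehicle and 100% = reference agonist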
# Target sequence (O95977 whole entry, looked up): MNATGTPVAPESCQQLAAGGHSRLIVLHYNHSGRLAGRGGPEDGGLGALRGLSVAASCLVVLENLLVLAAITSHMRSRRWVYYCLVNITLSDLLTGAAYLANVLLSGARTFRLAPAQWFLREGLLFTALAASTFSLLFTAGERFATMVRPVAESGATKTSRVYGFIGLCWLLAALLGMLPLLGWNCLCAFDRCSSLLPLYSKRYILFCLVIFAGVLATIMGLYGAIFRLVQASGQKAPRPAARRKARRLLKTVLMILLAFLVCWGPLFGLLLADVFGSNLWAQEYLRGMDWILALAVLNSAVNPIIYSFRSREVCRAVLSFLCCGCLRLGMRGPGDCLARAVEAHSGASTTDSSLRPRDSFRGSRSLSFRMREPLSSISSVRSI
# Ba/F3 V617F tox: reduced viability of JAK2V617F-dependent Ba/F3 cells, primary screen, JAK2V617F inhibitor project, cell-based, Ba/F3 EpoR-JAK2V617F, luminescence; ATP luminescence; inhibition, % at 5.6 µM; actives 1.1% (n = 220,000); AID 1446, 2008;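 active = inhibition above the campaign mean plus 3 SD over all tested compounds, cut at about 24% in these data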;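 also: cytokine-independent growth of Ba/F3 cells driven by EpoR plus mutant JAK2; 0% = DMSO-treated cells and 100% = JAK inhibitor I control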
# EP2 modulator: EP2 receptor modulators, cAMP readout, primary screen, cell-based, HTRF cAMP, PGE2 stimulation; actives 0.83% (n = 260,000); induction, % at 25 µM; EP2-expressing cells, cAMP HTRF FRET, PGE2 co-stimulation; Prostaglandin E2 receptor EP2 subtype (Homo sapiens), P43116;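 active = compounds whose cAMP rise, as percent of the full-agonist control response, exceeds 60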;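 also: rat C6 glioma line stably carrying human EP2 under a CMV promoter; the protocol text gives 20 µM as final concentration; 100% = response of wells given 1 µM PGE2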
# Target sequence (P43116 whole entry, looked up): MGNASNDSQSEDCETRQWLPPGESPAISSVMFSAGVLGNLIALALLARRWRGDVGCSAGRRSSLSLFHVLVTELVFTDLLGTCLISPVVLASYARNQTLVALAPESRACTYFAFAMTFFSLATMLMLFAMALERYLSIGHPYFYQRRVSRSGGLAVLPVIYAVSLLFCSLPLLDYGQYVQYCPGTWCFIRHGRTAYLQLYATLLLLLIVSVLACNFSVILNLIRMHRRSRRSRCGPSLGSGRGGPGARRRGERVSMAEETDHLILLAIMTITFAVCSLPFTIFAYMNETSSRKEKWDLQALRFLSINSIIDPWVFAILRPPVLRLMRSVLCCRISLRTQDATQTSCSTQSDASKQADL
# S1P4 antag: S1P4 receptor antagonists, primary screen, cell-based; Sphingosine 1-phosphate receptor 4 (Homo sapiens), O95977; S1P4-expressing cells, antagonist mode, reporter read-out; inhibition, % at 4.98 µM; actives 0.26% (n = 220,000); in the data active = inhibition above about 29%;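 also: 0% = wells stimulated with agonist and 100% = vehicle wells without agonist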
# BaF3 tox: parental Ba/F3 cell viability inhibition, counter-screen for JAK2V617F inhibitor project, murine pro-B, CellTiter-Glo luminescence | CellTiter-Glo ATP luminescence | inhibition, % at 5.6 µM | actives 1.1% (n = 220,000) | AID 1486, 2009;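 active = inhibition above a per-campaign cutoff, the mean inhibition of all tested compounds plus 3 SD, cut at about 27% in these data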;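 also: 0% = DMSO wells and 100% = JAK Inhibitor I control wells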
# TRPML3 ag: human TRPML3 channel agonists, primary screen, cell-based, HEK293 TRPML3-YFP, Fluo-8 calcium fluorescence, 3 µM; Mucolipin-3 (Homo sapiens), Q8TDD5; 100% = the carbachol control signal; activation, % at 3 µM; actives 0.29% (n = 220,000); AID 1448, 2008;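 active = activation above its plate's cutoff, the mean activation of the plate's test wells plus 3 SD, cut at about 12% in these data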;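 also: 0% = DMSO only wells and 100% = carbachol wells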
#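 Test system: HEK293 cells stably carrying human TRPML3-YFP; Doses: single dose, 3 µM final nominal compound, 0.3% DMSO final; Schedule: dye loading 1 h 37 °C then 30 min ambient, 125 s read; Technique: Fluo-8 calcium fluorescence; Benchmarks: high control carbachol 87 µM, low control DMSO.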
# PERK inh: block of dimerizer-induced PERK translation repression, primary screen, PERK inhibitor project, CHO PERK-DD cells, SEAP luminescence, HTS; actives 0.17% (n = 220,000); Eukaryotic translation initiation factor 2-alpha kinase 3 (Homo sapiens), Q9NZJ5; inhibition, % at 5.6 µM; AID 1416, 2008; CHO PERK-DD fusion, SEAP luminescence translation reporter;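 active = inhibition above the mean inhibition of all tested compounds plus 3 SD, set separately per screening campaign, cut at about 2.9% in these data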;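 also: PERK kinase domain activated by AP20187 dimerizer at 100 nM; 0% = DMSO with dimerizer and 100% = rapamycin at 8.4 µM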
# * marks the source's active call; other numbers are inactive results; x = not tested or not shown; & = joins results of further samples. Rows are unselected, and some 3.6% of all compounds hit somewhere here.
SMILES,zfTRPN1 agonist,m-calpain inh,S1P4 agonist,Ba/F3 V617F tox,EP2 modulator,S1P4 antag,BaF3 tox,TRPML3 ag,PERK inh
O=C(c1nc2ncccn2n1)N1CCN(c2ccc(F)cc2)CC1,-1.2,6,0.1,-2,-4,-3,3,1.4,0.7
Cc1oc(-c2ccc(Cl)cc2)nc1CN1CCC(C(=O)NCCCN2CCOCC2)CC1,0.1,5,-1.4,1,18,-5,7,0.6,-0.1
CCN(CC)c1ccc(/C=C(\C#N)C(=O)c2ccc(Br)cc2)cc1,10,12,0.4,1,-18,-18,6,5.6,0.8
CCCCC(=Nc1ccc(N)cc1)C1=C(O)C(C(=O)OC)C(C)(C)CC1=O (configuration not stated),0.0,-17,0.1,-1,2,-16,1,0.3,0.7
CCOC(=O)C1CCCN(c2nc3c(C)cccn3c(=O)c2/C=C(\C#N)C(=O)NCc2ccco2)C1 (configuration not stated),-3.2,3,-1.4,1,23,-5,0,-0.8,-2.2
CC(C)CCNC(=O)C(c1ccco1)N(Cc1ccc(F)cc1)C(=O)c1snc(C(N)=O)c1N (configuration not stated),-0.1,-82,-1.7,-2,2,0,5,-1.1,-1.3
Cc1ccc(C(=O)Cn2c(C)cc(C)c(C#N)c2=O)cc1,-1.2,-27,2.1,-2,21,-13,2,-0.2,-0.3
O=[N+]([O-])c1cccc(C(O)C23CN4CN(CN(C4)C2)C3)c1 (configuration not stated),-0.7,14,-2.6,-4,9,0,1,0.5,0.7
COc1ccc(CNCCc2ccc(Cl)cc2)cc1OCc1ccccc1,3.1,7,2.1,-2,6,-14,5,1.4,0.4
O=C(NC1CCN(C(=S)NCCc2ccccc2)CC1)C1CC1,0.7,-1,0.9,-5,-22,-17,0,0.4,0.3
Cc1cc(-c2ccccc2)[nH]c(=O)c1C#N,0.3,-120,-0.5,2,43,-8,2,0.6,1.2
O=C(Cc1cccc(Cl)c1)Nc1ccc(Br)cc1,-0.3,23,-0.6,3,-40,-13,2,-0.5,-0.8
O=C(NC(=S)Nc1cccc(C(F)(F)F)c1)c1ccc2nonc2c1,6.8,4,0.1,-3,-44,-4,-7,4.9,1.1
CCCc1nc2c(=O)[nH]c3ccccc3c2o1,0.8,12,-2.1,1,-2,0,4,0.2,1.0
CCCc1nnc(NC(=O)CCN2C(=O)c3ccccc3C2=O)s1,1.8,-3,0.7,0,5,-10,2,0.2,-0.2
COc1ccc(-c2nnc3n2N=C(C)CS3)cc1,-0.5,-15,-1.0,4,6,15,0,0.0,-0.5
CCOC(=O)c1cccc(NC(=O)COc2ccc([N+](=O)[O-])cc2)c1,0.4,1,-0.5,-4,-16,-4,-2,-0.5,-0.5
O=C(O)c1cc2nc(-c3ccccc3)cc(-c3ccccc3)n2n1,2.5,-224,-0.5,2,15,-23,1,0.9,-0.3
Cc1ccccc1OCCNc1cc(N2CCCCC2)ccc1[N+](=O)[O-],1.5,0,-1.1,-4,10,-27,4,-0.5,-1.6
CCOc1ccc2nc(NC(=O)c3cnccn3)sc2c1,-0.7,-2,0.9,-2,17,-10,4,0.3,0.5
CN1CCN(C(c2cccs2)c2nnnn2Cc2ccc(F)cc2)CC1 (configuration not stated),0.1,-9,-2.0,0,-40&30,1,8,0.6,0.7
Cc1ccc(NC(=O)NCCSc2ccc(C)cc2)cc1,-1.3,2,3.6,3,-83,-3,5,-0.4,0.2
O=C(COC(=O)CNC(=O)C12CC3CC(CC(C3)C1)C2)Nc1ccccc1,1.4,8,0.2,8,8,-10,8,-0.1,-0.2
CN1CCN(S(=O)C23CC4CC(CC(C4)C2)C3)CC1 (configuration not stated),-0.7,-11,0.6,-3,21,-11,2,0.8,1.1
O=C1/C(=C/c2ccccn2)SC(=S)N1N1CCOCC1,0.3,31,-0.5,5,-3,1,-3,1.0,0.8
CC1CCCC(NC(=O)COC(=O)c2cccc(NS(=O)(=O)/C=C/c3ccccc3)c2)C1C (configuration not stated),-1.2,6,0.6,0,-42,-23,5,-0.7,0.6
c1ccc(Sc2ncccn2)nc1,-1.0,-9,-0.4,-3,-4,7,-4,1.1,0.8
CC(=O)c1cnc(Nc2nc(C)c3cc(C)c(C)cc3n2)nc1C,2.4,2,-0.7,8,-7,-8,6,1.2,-1.1
Cc1nnnn1/C(=C\c1ccccc1)C(=O)OCC(=O)N1CC2(C)CC1CC(C)(C)C2 (configuration not stated),2.4,-11,0.0,-1,-3,20,7,1.9,-0.6
CN(CC(=O)Nc1ccc(Cl)cc1)Cc1cc(=O)n2ccsc2n1,-1.4,5,1.1,5,-20,-14,7,0.4,-0.7
COc1ccc(NC(=O)CN2C(=O)c3cccc4cccc2c34)cc1OC,1.4,-104,8.4,-3,-14,-3,5,0.3,-0.7
C/C(=N\NC(=O)c1cc(-c2cccnc2)nc2ccccc12)c1ccc(O)cc1O,-0.8,-9,0.3,-1,2,-23,5,0.3,-0.2
Cc1ccc(N(CC(=O)NCc2ccc(F)cc2)S(=O)(=O)c2cccs2)cc1,-1.3,-11,-4.3,2,29,0,7,-0.5,-0.9
CN1CC2(C)OC(=O)C(Cl)=C2CC1c1ccccc1 (configuration not stated),0.0,5,2.1,-2,30,-8,-1,0.2,0.0
CCCCOc1ccc(OCCCC)c2c1NC1(N2)C(=O)N(C(C)=O)c2ccccc21,1.0,-25,-0.2,-1,20,-5,4,0.5,-0.2
CCN(CC)S(=O)(=O)c1cccc(-c2nnc(SCc3nnc(-c4ccccc4)o3)n2C)c1,-0.4,17,-0.8,-4,-37,-9,3,-0.4,-1.8
CCNC(=S)N1CCNC(=O)C1CC(=O)OC (configuration not stated),0.5,9,-0.1,-2,3,-6,5,0.7,0.8
COc1ccc(C/C(C)=N/NC(=O)c2ccncc2)cc1,1.9,-13,0.1,-2,25,-12,5,1.1,0.4
O=S(=O)(c1ccc(Br)cc1)c1nc(-c2ccccc2)oc1NCc1cccnc1,-0.1,-17,0.3,2,14,-3,6,1.1,-2.0
O=S(=O)(c1ccccc1)N1N=C(c2cccs2)CC1c1ccc(Br)cc1 (configuration not stated),0.9,-41,0.8,0,35,-12,5,-0.1,1.0
O=C(NC1CCCCC1)C1(c2ccccc2)CC1(Cl)Cl (configuration not stated),-3.8,20,0.6,4,8,-6,9,-0.4,-0.2
Cc1cc(=O)oc2c(C(=O)/C=C\c3cccs3)c(O)ccc12,-0.5,-63,-0.8,0,4,-4,3,0.2,0.2
CC1CCCCN1S(=O)(=O)c1ccc(N(C(=O)c2cnccn2)C(C(=O)NC2CCCC2)c2cccs2)cc1 (configuration not stated),1.7,-9,-1.1,0,-16,-3,3,0.8,-0.6
CCCC(=O)c1c(NC(C)C)cc(C)oc1=O,-1.5,18,1.8,-5,4,-12,1,0.2,0.8
COc1cccc(OC)c1-c1nn2c(-c3cc(-c4ccccc4)n[nH]3)nnc2s1,-1.1,85*,1.1,4,2,-8,5,-0.3,-0.6
NC(N)=N/N=C/c1ccccc1OC(F)F,-1.2,26,0.8,5,-25,-10,8,0.4,0.6
CCCN(CCC)C(=O)NC1CC(=O)N(c2ccc(OC)cc2)C1 (configuration not stated),0.5,3,-0.9,3,-8,8,6,0.5,0.2
CCOC(=O)c1cc(-c2ccccc2)n(CC(=O)Nc2ccc(OCC)cc2)c1C,1.1,15,8.3,0,17,-21,8,1.0,0.8
O=C(CSc1nnc(Cc2cccs2)n1C1CCCCC1)N1CCN(C(=O)c2ccco2)CC1,-0.7,-21,1.4,-3,2,-2,-1,-0.3,-0.8
CCCCOc1ccc(Br)cc1/C(C)=N/NC1=NCCN1,-2.0,-39,1.7,80*,-27,-10,75*,-0.5,-1.2
O=C(Cc1ccc([N+](=O)[O-])cc1)Nc1ccc(O)cc1C(=O)O,-0.9,2,1.7,-2,18,-4,2,-0.5,-0.1
O=C(Nc1ccc(-c2csc(-c3ccccc3)n2)cc1)c1ccccc1,0.6,-21,-2.9,4,19,4,1,0.4,-0.4
CCCCN(C)CCCNC(=O)c1cn(CC)c2ccc(S(=O)(=O)N3CCc4ccccc4C3)cc2c1=O,-2.2,15,0.1,2,-43,-6,6,0.2,-0.4
O=C(c1ccc(F)cc1)n1c(NCc2ccccc2)n[nH]c1=S,1.3,-157,-1.3,3,-33,-15,2,0.1,-0.4
O=C(NCc1ccccc1)c1cccc(OCC(=O)N2CCN(C(=O)c3ccco3)CC2)c1,-0.2,11,-1.0,-1,7,-5,3,0.9,-0.5
Cc1c(NC(=O)CC(=O)Nc2c(C)n(C)n(-c3ccccc3)c2=O)c(=O)n(-c2ccccc2)n1C,-0.6,-11,1.5,-2,24,-29,4,-0.4,0.6
CCCOc1ccc(C2=NNC(c3cccs3)=Nc3ccc(OC)cc32)cc1,-1.7,-15,2.2,-1,42,-3,3,0.1,-0.6
COc1ccc(NC(=O)c2c(NC(=O)CCC(=O)O)sc3c2CCCCC3)cc1,0.1,-16,0.7,-1,-17,0,3,0.8,0.9
O=C(c1cccc(F)c1)N1CCCC(C(=O)N2CCCC2)C1 (configuration not stated),-0.9,9,1.4,0,26,1,4,0.9,1.1
Cc1cccc(NC(=O)c2cc(NC(=O)C3CCCCC3C(=O)O)ccc2Cl)n1 (configuration not stated),-0.1,-12,1.3,-1,11,-13,3,0.1,0.6
CCOC(=O)c1cnn(-c2ccccc2)c1-n1cccc1C(=O)C(=O)Nc1ccc(OC)cc1,-0.6,18,-0.8,1,27,14,2,0.6,-1.0
CCOC(=O)C1C(c2ccc(OC)c(OC)c2)c2c([nH][nH]c2=O)CC1(C)O (configuration not stated),0.8,9,-0.7,-1,22,1,3,0.6,-0.4
Cc1ccc2c(C)nc(Nc3ncc4c(n3)CCCC4=O)nc2c1,-0.3,x,-0.6,-1,x,-10,7,1.5,0.9

# 2 compounds from above with just EP2 modulator and BaF3 tox:
Compound | EP2 modulator | BaF3 tox
O=C(c1cccc(F)c1)N1CCCC(C(=O)N2CCCC2)C1 (configuration not stated) | 26 | 4
Cc1cccc(NC(=O)c2cc(NC(=O)C3CCCCC3C(=O)O)ccc2Cl)n1 (configuration not stated) | 11 | 3

# Source: PubChem BioAssay (several laboratories)
